# MBNL1-CUG inh = inhibitors of human MBNL1 binding to CUG repeat RNA; TR-FRET MBNL1-His/biotin-(CUG)12 binding, 665/545 ratio; Q9NR56; 280,000 compounds, 0.036% hits; Potency, µM (top dose mostly 57.5 µM), inactives show top-dose activity change, negative = inhibition, most hits filed as inhibitors; active means well fitted inhibition curve with a large enough effect in the signal ratio, with a control signal flat, not every such curve was filed as active; inconclusive means small, poorly fitted or top-dose-only effect, or effect the other way, or a change in a side signal; inactive means no such curve, though single readings can be large or run the other way; the % refers to the signal ratio; further: potency means the concentration at half of the fitted maximal effect; on the % scale 0 is the no-effect control and ±100 the full control effect
# Target sequence (Q9NR56 whole entry, looked up): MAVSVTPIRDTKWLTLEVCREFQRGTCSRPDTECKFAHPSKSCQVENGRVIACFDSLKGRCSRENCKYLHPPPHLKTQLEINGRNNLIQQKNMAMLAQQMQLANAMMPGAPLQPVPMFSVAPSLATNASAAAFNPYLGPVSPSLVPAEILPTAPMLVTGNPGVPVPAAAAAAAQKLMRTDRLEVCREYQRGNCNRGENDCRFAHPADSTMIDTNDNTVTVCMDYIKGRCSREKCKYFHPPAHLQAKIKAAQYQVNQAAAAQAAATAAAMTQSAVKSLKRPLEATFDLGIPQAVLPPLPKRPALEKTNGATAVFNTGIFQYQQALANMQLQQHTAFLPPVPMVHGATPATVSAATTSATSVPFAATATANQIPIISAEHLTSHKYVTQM
#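 Inhibition of protein-RNA binding appears as loss of TR-FRET between terbium anti-His antibody on MBNL1-His and streptavidin-XL665 on biotin-(CUG)12. Activity is normalized to buffer-only and uninhibited-complex controls.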
# TCR activator = activators of T cell receptors; primary human leukocytes, anti-CD3, IL-2 HTRF, 48 h; Potency, µM (doses to about 9.22 µM), without a hit: at the highest dose activation of IL-2 secretion, hits mostly activators; 330,000 tested, under 10 active; AID 504894; further: % of control where 0% means no effect
#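 HTRF read-out of IL-2 secretion: europium cryptate donor excited at 320nm, d2 acceptor emission at 665nm. Cells were primary human leukocytes incubated 48 hr with compounds and a-CD3 beads, supplying TCR signal only.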
# TSG101-PTAP inh = blocks PTAP/TSG101 interaction to inhibit HIV-1 budding. Q99816. Fluorescence polarization, FITC-PTAP peptide / Tsg101 binding. Potency, µM (titrated, usually from 115 µM), for inactives: top-dose activity change, negative = inhibition, hits mostly inhibitors. 340,000 tested, under 10 active; active means well fitted inhibition curve with a large enough effect in the main read-out, with a control signal flat, not every such curve was filed as active; inconclusive means small, poorly fitted or top-dose-only effect, or effect the other way, or a change in a side signal; inactive means no such curve, though single readings can be large or run the other way; further: potency means the concentration at half of the fitted maximal effect; % of control where 0% means no effect
#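 Compounds were pin-transferred onto Tsg101 binding domain (10 uM final) in HEPES pH 7.5 buffer, then FITC-PTAP peptide was added at 50 nM final. After 20 min at RT, polarization reported peptide displacement across a qHTS concentration series.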
# Menin-MLL TR inh = inhibitors of human menin-MLL interaction, mutant MLL peptide; Menin + Texas Red MLL mutant peptide, fluorescence polarization; O00255; AID 1768; 270,000 compounds, 0.23% hits; Potency, µM (doses to about 61.6 µM), without a hit: top-dose FP activity change, negative = inhibition, actives largely listed as inhibitors; active means well fitted inhibition curve with a large enough effect in the polarisation, with a control signal flat, not every such curve was filed as active; inconclusive means small, poorly fitted or top-dose-only effect, or effect the other way, or a change in a side signal; inactive means no such curve, though single readings can be large or run the other way; the % refers to the polarisation; further: potency means the concentration at half of the fitted maximal effect; % of control where 0% means no effect; many of its hits are not listed in these tables
# MLL CXXC-DNA inh = blocks binding of human MLL CXXC domain to DNA; Q03164; MLL-CXXC / FITC-HOXA9 DNA fluorescence polarization; Potency, µM (titrated, usually from 115 µM), without a hit: at the highest dose activity change, negative = inhibition, usual class: inhibitors; 290,000 compounds, 0.037% hits; active means well fitted inhibition curve with a large enough effect in the polarisation, with a control signal flat, not every such curve was filed as active; inconclusive means small, poorly fitted or top-dose-only effect, or effect the other way, or a change in a side signal; inactive means no such curve, though single readings can be large or run the other way; the % refers to the polarisation; further: potency means the concentration at half of the fitted maximal effect
#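 Fluorescence polarization: 7 uM MLL-CXXC (stock) preincubated 5 min with compounds, then 50 nM fluorescein-HOX-A9 DNA (stock) added; 30 min ambient. Buffer 50 mM Tris-HCl pH 7.5, 50 mM NaCl, 1 mM DTT, 0.05% BSA.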
# Integrin act MD = activators of alpha7 integrin expression for muscular dystrophy. alpha7betagal myoblasts, beta-gal FDG fluorescence, 48 h. Potency, µM (highest dose often 38.3 µM), inactives show at the top dose activation, hits mostly activators. 350,000 compounds, 0.064% hits. AID 624291;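 further: potency means the concentration at half of the fitted maximal effect; 100% = response of the positive control SU9516; nearly all actives have a fitted effect of over 60% in size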
#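 Alpha7betagal+/- myoblasts (passage 13) were plated 16-24 hr, then exposed to compounds (1:260 dilution of DMSO stock) for 48 hours at 37C. After MPER lysis, β-galactosidase reporter activity was read as FDG fluorescence (ex 480/em 540) after 30 minutes.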
# S-ASM inh = human S-ASM enzyme inhibition; P17405; placental ASM, HMU-PC fluorogenic substrate, 60 min; Potency, µM (series often up to 57.5 µM), for inactives: at the highest dose activity change, negative = inhibition, actives largely listed as inhibitors; 340,000 compounds, 0.006% hits; AID 504937; further: potency means the concentration at half of the fitted maximal effect
# Target sequence (P17405 47-631 limits assumed): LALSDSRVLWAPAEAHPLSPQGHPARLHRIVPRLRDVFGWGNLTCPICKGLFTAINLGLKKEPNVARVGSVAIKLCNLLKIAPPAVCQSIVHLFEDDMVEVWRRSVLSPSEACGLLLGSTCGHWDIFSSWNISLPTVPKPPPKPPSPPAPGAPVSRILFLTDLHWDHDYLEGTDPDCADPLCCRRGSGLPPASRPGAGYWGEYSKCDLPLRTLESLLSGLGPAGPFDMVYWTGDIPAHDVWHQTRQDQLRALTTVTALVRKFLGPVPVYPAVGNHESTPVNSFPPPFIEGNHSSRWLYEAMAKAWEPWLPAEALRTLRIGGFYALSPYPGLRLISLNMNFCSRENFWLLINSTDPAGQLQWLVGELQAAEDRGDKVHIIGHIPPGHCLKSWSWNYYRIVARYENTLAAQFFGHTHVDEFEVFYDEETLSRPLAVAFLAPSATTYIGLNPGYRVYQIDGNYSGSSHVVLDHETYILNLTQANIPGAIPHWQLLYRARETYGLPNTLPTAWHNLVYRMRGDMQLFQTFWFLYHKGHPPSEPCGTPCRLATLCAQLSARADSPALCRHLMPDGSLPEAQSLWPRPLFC
#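 Fluorogenic HMU-PC substrate (9 uM final) is turned over by placental ASM in 60 min at 37 C after a 10 min compound preincubation. Reaction ended by alkaline stop (pH 10), with fluorescence read at 386/447 nm.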
# A-T KAP1 phos = candidate therapy for ataxia-telangiectasia; […] A-T fibroblasts, KAP-1 phosphorylation AlphaLISA; neocarzinostatin DNA damage 30 min before lysis; Potency, µM (highest dose often 57.5 µM), for the others: at the top dose activation, hits mostly activators; 320,000 compounds, 0.19% hits; AID 485349; further: potency means the concentration at half of the fitted maximal effect; % of control where 0% means no effect; nearly all actives have a fitted effect of over 45% in size
#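 ATM-like activity read as KAP-1 phosphorylation via AlphaLISA donor/acceptor antibody pairs after lysis and 6 hr at 25C. Cells were ATM-null patient fibroblasts ([…], hTERT), dosed 60 min, then exposed to the DSB inducer NCS for 30 min.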
# Mito fusion yeast = mitochondrial division inhibition or fusion activation; Potency, µM (top dose mostly 46.1 µM), for inactives: at the top dose growth rescue (activation), hits mostly activators; S. cerevisiae fusion-defective mutant growth rescue, CellTiterGlo 48 h; AID 485298; 320,000 compounds, 0.23% hits;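 further: potency means the concentration at half of the fitted maximal effect; % of control where 0% means no effect; nearly all actives have a fitted effect of over 45% in size; temperature-sensitive fusion mutants such as fzo1-1 at 37 °C on non-fermentable ethanol glycerol medium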
#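 Temperature-sensitive fusion-defective S. cerevisiae (e.g. fzo1-1, mgm1-5) were grown with compound in YPEG medium (3% ethanol, 3% glycerol) for 48 hours at 37C. Growth rescue was measured as viability by CellTiterGlo luminescence after 10 minutes at ambient.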
# TSHR antagonist = human thyrotropin receptor antagonism; P16473; 330,000 compounds, 0.2% hits; activity change, negative = inhibition, % at 11.5 µM; TSHR-expressing cells, TSH-stimulated cAMP HTRF, 2 h; hits give low values;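 active means activity change below a set negative limit, meaning inhibition stronger than a set level, cut at about -70% in these data; inconclusive means activity change between two set negative limits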; further: on the % scale 0 is the no-effect control and ±100 the full control effect
#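 TSHR-expressing cells, 200/well, pre-treated with compound, then stimulated with EC80 TSH (4nM final) for 2 hours at 37 deg C. cAMP measured by competitive HTRF: anti-cAMP cryptate antibody in lysis buffer plus cAMP-d2, read after 30 minutes at room temperature.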
# An asterisk follows results filed as active; u = inconclusive; x = not tested or not shown; [ ] = remark or other dose. Unless noted, the call rests on the fitted dose curve; in most records, active means well fitted curve in the direction sought with a large enough effect; inconclusive means small, poorly fitted or top-dose-only effect, or another doubt; inactive means no such curve, though single readings can be large; an effect the other way counts as inactive or inconclusive.
SMILES,MBNL1-CUG inh,TCR activator,TSG101-PTAP inh,Menin-MLL TR inh,MLL CXXC-DNA inh,Integrin act MD,S-ASM inh,A-T KAP1 phos,Mito fusion yeast,TSHR antagonist
C=C(C)c1cccc(C(C)(C)NC(=O)NC2CC(C)(C)NC(C)(C)C2)c1,-2%,10%,0%,-12%,0%,-55%[inhibitor],2%,4%,-4%,-5
COc1ccc(S(=O)(=O)N(C)CC(=O)NCc2ccc3c(c2)OCO3)cc1,-6%,7%,-5%,-6%,-3%,3%,-3%,1%,-3%,-4
C=CCOc1ccccc1CN1CCC(Cc2ccccc2)CC1,-6%,x,-7%,-21%,19%,-31%,1%,2%,-16%,2
CCN1C(=O)c2cccc3c(NC(=O)C4CCCCC4)ccc1c23,u,-1%,5%,2%,-14%,6%,-8%,-6%,3%,0
O=C(CN(CCc1ccccc1)S(=O)(=O)c1ccc(Br)cc1)N/N=C/c1ccccc1C(=O)O,-3%,-1%,-2%,10%,-8%,0%,-1%,12%,3%,10
CCc1ccc(Oc2cc(Cl)nc(N)n2)cc1,u,-7%[46.1 µM],-1%,-15%,-4%,-18%,0%,9%,-1%,10
Cc1[nH]n(-c2ccc([N+](=O)[O-])cc2)c(=O)c1/C=N/N1CCOCC1,23%,2%,0%,0%,2%,4%,1%,17%,-6%,34
COc1ccc(C(C(=O)NC2CCCCC2)N(C(=O)c2ccco2)c2ccccc2OC)cc1 (centres undefined),-2%,-1%,1%,u,-8%,-1%,34%[activator],4%,-6%,-8
CCCCCCCCOC(=O)C(NC(=O)CCC(=O)Nc1ccc(S(N)(=O)=O)cc1)C(O)c1ccccc1 (centres undefined),-1%,-2%,0%,4%,-7%,5%,-1%,1%,-1%,0
O=C(CSc1ccc(S(=O)(=O)N2CCOCC2)cn1)Nc1ccc(F)c(F)c1,x,x,0%,x,x,-46%[inhibitor],-1%,-6%,0%,-4
Cc1ccc2nc(SCC(=O)Nc3cc(C(F)(F)F)ccc3N3CCOCC3)[nH]c2c1,2%,-3%,-6%,18%,-6%,-27%,-3%,x,-2%,16
O=C(CN1CCN(CC(=O)Nc2ccccn2)CC1)Nc1ccccn1,-1%,3%,-9%,-2%,-3%,-2%,5%,0%,1%,5
Cn1c(=O)[nH]c(=O)c2c1nc(N1CCCCC1)n2CCSc1ncccn1,x,-4%,-1%,x,x,21%,12%,x,x,x
O=C(CN1C(=O)c2ccccc2S1(=O)=O)Nc1ncc(Cl)cc1Cl,x,7%,u,x,x,-11%,1%,-3%,x,x
Cc1sc2nc(CSc3ccccc3)nc(N3CCC(C(N)=O)CC3)c2c1C,4%,-5%,-3%,21%,-2%,0%,-6%,-1%,9%,-10
COc1cccc2c1OCC(CN1CCN(CCC(C)C)C(CCO)C1)=C2 (centres undefined),11%,-6%,2%,-11%,-3%,7%,-1%,5%,-1%,0
O=C(NNC(=O)c1ccccc1-n1cccc1)c1ccc(Cl)cc1,-4%,-8%,-2%,x,-1%,15%,1%,-7%,0%,22
COc1cccc(Nc2nc3ccccc3n3nnnc23)c1,10%,3%,0%,u,37%[activator],6%,10%,-5%,-1%,-4
O=C(CSc1nc2[nH]ncc2c(=O)[nH]1)NCc1ccccc1,7%,-6%[46.1 µM],-1%,4%,8%,9%,6%,6%,-3%,1
Cc1ccc(C(=O)CSc2nnc(-c3ccco3)o2)o1,17%,x,0%,14%,-8%,-7%,7%,-9%,-7%,2
COc1ccc(CCn2c(C)c(C(C)=O)c3cc(OC(=O)c4ccco4)ccc32)cc1OC,1%,2%,-4%,x,19%,33%,-19%,0%,-8%,-1
Cc1cc(=O)oc2cc(Oc3ncccn3)ccc12,-5%,5%,0%,-3%,-1%,-6%,173%[activator],-1%,4%,2
COc1ccccc1CN1CC(C(=O)NCCc2ccc(Cl)cc2)CC1=O (centres undefined),-4%,3%,0%,x,6%,u,3%,-1%,1%,-7
Cc1ccc(NC(=O)c2cccc(S(=O)(=O)N3CCN(c4ccc(F)cc4)CC3)c2)nc1,1%,4%,1%,x,33%,-38%,x,-7%,-7%,-7
CCOC(=O)c1[nH]c(C)c(C(=O)NC2CCCC2)c1C,8%,4%,0%,1%,-2%,-1%,-1%,7%,0%,1
Cc1ccc(CCNC(=O)C2CCC(=O)N(Cc3cccc(F)c3)C2)cc1 (centres undefined),10%,7%,x,2%,0%,-7%,-2%,8%,0%,4
COc1ccc(-c2[nH]ncc2N=Nc2cc(C)cc(C)c2)cc1,1%,1%,-1%,u,15%,-25%,-21%,31%,4%,3
CCOCCCN(C(=O)c1ccco1)C(C(=O)NC1CCCC1)c1cccc(OC)c1OC (centres undefined),-4%,-3%,-2%,-3%,5%,23%,3%,2%,-2%,-2
COCC(=O)N1CCCc2ccccc21,-9%,4%,0%,-12%,2%,18%,3%,-1%,0%,0
COc1cc(C)ccc1OCc1cc(C(=O)N(C)CCCN2CCOCC2)no1,-7%,0%,-7%,-6%,-4%,-2%,-1%,9%,-7%,3
O=C(O)CCc1ccc(-c2ccc(Cl)cc2)n1Cc1ccco1,3%,-1%,-1%,30%,-14%,4%,-1%,2%,u,-16
COc1ccc(OC)c(C(=O)CCCC(=O)c2cc(OC)ccc2OC)c1,-6%,-2%,-2%,-5%,5%,-1%,4%,25%,u,19
COc1ccccc1C(=O)C1CCCN(Cc2ccc(Oc3ncccn3)cc2)C1 (centres undefined),2%,-14%,2%,-3%,0%,-24%,-1%,1%,0%,3
CN(C(=O)c1ccc(OC2CCN(CCc3ccccc3)CC2)cc1)C1CCOC1 (centres undefined),-5%,1%,-1%,-1%,8%,13%,5%,0%,6%,0
O=S1(=O)OCCC(c2ccccc2)N1Cc1ccccc1 (centres undefined),-11%,-1%,-1%,11%,4%,1%,-11%,-1%,-1%,-7
O=[N+]([O-])c1cc(S(=O)(=O)NC2=NCCCCC2)ccc1NCC1CCCCC1,u,2%,-6%,-26%,5%,u,u,-3%,u,-7
CC(C)(C)NC(=O)CSc1nnnn1C(C)(C)C,-6%,1%,3%,12%,2%,18%,1%,-1%,2%,6
Cc1ccc(Nc2ccc(C(N)=O)cc2[N+](=O)[O-])cc1,u,-7%[46.1 µM],-1%,-14%,0%,-21%,-6%,1%,-3%,29
Clc1cccc(N=NN2CCOCC2)c1Cl,-9%,-5%,-1%,x,-9%,-24%,-3%,3%,-2%,-12
O=C(COc1nncc2ccccc12)Nc1c(F)c(F)c(F)c(F)c1F,-1%,-1%,2%,16%,7%,0%,-4%,-2%,1%,11
COC(=O)c1sccc1NC(=O)CSc1nnnn1-c1ccccc1C,-1%,-1%,-1%,-9%,-14%,2%,-3%,0%,0%,4
O=C(O)c1ccc(S(=O)(=O)N2CCC(Cc3ccccc3)CC2)cc1,-6%,7%,-5%,u,42%[activator],19%,8%,-7%,u,-2
COc1cccc(N=c2oc3c(C)ncc(CO)c3cc2C(=O)Nc2ccccc2OC)c1,3%,x,x,u,-2%,x,x,8%,-2%,-1
CCCCCCC(=O)N/N=C/c1ccco1,2%,-2%[46.1 µM],-1%,3%,8%,16%,3%,0%,-2%,6
C=CCNC(=S)Nc1ccc2cn[nH]c2c1,x,-2%,-7%,x,-1%,6%,6%,2%,7%,4
COc1ccc(S(=O)(=O)N(C)CC(=O)Nc2ccccc2OC)cc1,2%,0%,-1%,-17%,5%,15%,-2%,-3%,-1%,-7
CC[C@@H](C)[C@@H]1CN([C@@H](CN2CCC[C@H]2CN2C(N)=NC[C@H]2CC(C)C)C(C)C)C(=N)N1CCc1ccc(Cl)c(Cl)c1,x,2%,-5%,x,x,11%,-3%,3%,x,3
C=CCC1(CC=C)CCCN1C(=O)C1CCC(=O)N(CCc2ccc(OC)cc2)C1 (centres undefined),1%,-9%,1%,-3%,22%,-71%[inhibitor],1%,-4%,0%,-1
O=C(Nc1cccc(Cl)c1)C1CCN(C(=O)c2cccs2)CC1,3%,-1%,-5%,9%,11%,-8%,4%,-1%,-3%,0

# Screens as filed in PubChem BioAssay.

# This is a subset; the hit share may differ from the screen's.
